# Screens deposited in PubChem BioAssay by National Center for Advancing Translational Sciences (NCATS).
# PLK1 PBD inh: qHTS for Inhibitors of PLK1-PDB (polo-like kinase 1 - polo-box domain): Primary Screen; Serine/threonine-protein kinase PLK1 (Homo sapiens), P53350; Plk1 PBD binding of FITC phosphopeptide, fluorescence polarization; Potency, µM, inactives show max response, negative = inhibition, hits mostly inhibitors; 2.8% of 360,000 active; also: potency is read from the fitted curve at half-maximal effect; series mostly up to about 57 µM; % is scaled to controls: 0 for no effect and ±100 for the full control effect; nearly all actives have a fitted effect of over 65% in size
# EPAC1 ag: qHTS for Agonist of cAMP-regulated guanine nucleotide exchange factor 3 (EPAC1): primary screen; Rap guanine nucleotide exchange factor 3 (Homo sapiens), O95398; EPAC1 agonist qHTS, biochemical assay; response scale: 100% = response to 6.5 mM cAMP; Potency, µM (highest dose often 154 µM), for inactives: at the top dose activation, hits mostly activators; 0.073% of 360,000 active; AID 720707, 2013; also: potency is read from the fitted curve at half-maximal effect; nearly all actives have a fitted effect of over 60% in size
#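 Read-out is the fluorescence drop as BODIPY-GDP leaves Rap1B (480 nm excitation, 540 nm emission), recorded every 5 minutes over 30 minutes. Reactions held 100 nM EPAC1, 250 nM Rap1B–BODIPY-GDP and 50 uM GDP, with 6.5 mM cAMP setting full activation.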
# IL2 activator: qHTS of IL-2 Activators; IL-2 activation reporter assay, cell-based qHTS; stimulated with anti-CD3/CD4/CD28 beads; in transgenic mouse T cells; activation, % (series mostly up to about 46 µM); 0.065% of 360,000 active; in the data active = activation above about 50%; inconclusive = mostly about 30% to 49%; also: 0% is about no effect
#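 Unstimulated transgenic mouse T cells preincubated 60 min with compound, then stimulated with anti-CD3/anti-CD4-coated beads plus anti-CD28 for 18 h at 37 degrees C. IL-2 response read as EGFP and DsRed fluorescence by plate cytometry.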
# GLP1R inv ag: qHTS of GLP-1 Receptor Inverse Agonists (Inhibition Mode); Glucagon-like peptide 1 receptor (Homo sapiens), P43220; HEK293 GLP-1R CRE-luciferase, luminescence, 24 h; GLP-1R form is constitutively active; Potency, µM (doses to about 38.3 µM), without a hit: at the highest dose activity change, negative = inhibition, hits mostly inhibitors; 1.6% of 410,000 active; AID 624417, 2012; also: potency is read from the fitted curve at half-maximal effect; % is scaled to controls: 0 for no effect and ±100 for the full control effect; nearly all actives have a fitted effect of over 55% in size
#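 qHTS in 1536-well format: reporter HEK293 cells expressing constitutive GLP-1R activity in DMEM + 10% Nu serum, 24 hr with compounds at 37 deg C, luminescence read after 12 min with detection reagent.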
# PI5P4K alpha inh: qHTS for Inhibitors of phosphatidylinositol 5-phosphate 4-kinase (PI5P4K) | AID 652105, 2013 | 1.2% of 330,000 active | max response, % | Phosphatidylinositol 5-phosphate 4-kinase type-2 alpha (Homo sapiens), P48426 | PI5P4Kalpha enzyme, ADP-Glo luminescence, 60 min; hits give low values; active = max response of -50% or lower; inconclusive = between -30% and -50%; inactive = -30% or higher; also: value at the top dose of about 77 µM; % is scaled to controls: 0 for no effect and ±100 for the full control effect
# Target sequence (P48426 whole entry, looked up): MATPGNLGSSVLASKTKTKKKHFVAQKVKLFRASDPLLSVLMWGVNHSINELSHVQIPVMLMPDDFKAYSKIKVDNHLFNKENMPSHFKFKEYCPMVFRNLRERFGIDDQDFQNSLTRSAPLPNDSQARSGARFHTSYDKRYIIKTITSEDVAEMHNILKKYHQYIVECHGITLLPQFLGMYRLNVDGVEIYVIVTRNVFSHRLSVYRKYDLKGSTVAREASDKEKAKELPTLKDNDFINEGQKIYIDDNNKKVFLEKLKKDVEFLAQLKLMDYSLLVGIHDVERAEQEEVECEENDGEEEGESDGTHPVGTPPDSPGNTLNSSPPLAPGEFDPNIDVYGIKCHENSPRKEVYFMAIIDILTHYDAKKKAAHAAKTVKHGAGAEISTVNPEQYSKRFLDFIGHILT
#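 Controls without substrate or without enzyme flank wells where PI5P4Kalpha converts substrate using 5 microM ATP (final). Incubation lasts 60 minutes at room temperature; ADP formed is read by ADP-Glo luminescence.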
# EPAC1 antagonist: qHTS for Antagonist of cAMP-regulated guanine nucleotide exchange factor 3 (EPAC1): primary screen; Rap guanine nucleotide exchange factor 3 (Homo sapiens), O95398; EPAC1 GEF assay, Rap1b-BODIPY-GDP exchange fluorescence; Potency, µM (highest dose often 115 µM), for inactives: top-dose activity change, negative = inhibition, usual class: inhibitors; 0.14% of 360,000 active;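 also: potency is read from the fitted curve at half-maximal effect; plate controls were vehicle for no effect and positive control for full effect; nearly all actives have a fitted effect of over 50% in size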
# GLP1R ag: qHTS of GLP-1 Receptor Agonists; Potency, µM (series often up to 45.6 µM), without a hit: top-dose activation, hits mostly activators; HEK293 GLP-1R CRE-luciferase, luminescence, 4-6 h; cells express a hypersensitive GLP-1R form; Glucagon-like peptide 1 receptor (Homo sapiens), P43220; 0.007% of 380,000 active; also: potency is read from the fitted curve at half-maximal effect; % of control where 0% means no effect
# GLP1R cytotox: qHTS of GLP-1 Receptor Inverse Agonists: Cytotox Screen; Potency, µM (doses to about 38.3 µM), for inactives: top-dose activity change, negative = inhibition, usual class: inhibitors; 0.13% of 410,000 active; HEK293 cAMP-luciferase reporter cells, luminescence, 24 h;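 also: loss of luciferase light is scored as toxicity; potency is read from the fitted curve at half-maximal effect; % is scaled to controls: 0 for no effect and ±100 for the full control effect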
#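 Cells in DMEM/10% Nu serum/1% pen-strep, 1536-well format. Pre-incubated 12 h, dosed with 23 nL compound, incubated a further 24 h. Luciferase detection, 12 min at room temp, luminescence.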
# PTHR1 agonist: qHTS for PTHR1 Agonists: Primary Screen | Parathyroid hormone/parathyroid hormone-related peptide receptor (Homo sapiens), Q03431 | HEK293 GP2 PTHR1 cells, GloSensor cAMP luminescence, 1 h | Potency, µM (top dose mostly 115 µM), for the others: at the top dose activation, actives largely listed as activators | 0.075% of 410,000 active; also: potency is read from the fitted curve at half-maximal effect; nearly all actives have a fitted effect of over 55% in size; some results filed as inactive show a strong effect at the top dose; inactives centre near -15; many of its hits are not listed in these tables
# Target sequence (Q03431 whole entry, looked up): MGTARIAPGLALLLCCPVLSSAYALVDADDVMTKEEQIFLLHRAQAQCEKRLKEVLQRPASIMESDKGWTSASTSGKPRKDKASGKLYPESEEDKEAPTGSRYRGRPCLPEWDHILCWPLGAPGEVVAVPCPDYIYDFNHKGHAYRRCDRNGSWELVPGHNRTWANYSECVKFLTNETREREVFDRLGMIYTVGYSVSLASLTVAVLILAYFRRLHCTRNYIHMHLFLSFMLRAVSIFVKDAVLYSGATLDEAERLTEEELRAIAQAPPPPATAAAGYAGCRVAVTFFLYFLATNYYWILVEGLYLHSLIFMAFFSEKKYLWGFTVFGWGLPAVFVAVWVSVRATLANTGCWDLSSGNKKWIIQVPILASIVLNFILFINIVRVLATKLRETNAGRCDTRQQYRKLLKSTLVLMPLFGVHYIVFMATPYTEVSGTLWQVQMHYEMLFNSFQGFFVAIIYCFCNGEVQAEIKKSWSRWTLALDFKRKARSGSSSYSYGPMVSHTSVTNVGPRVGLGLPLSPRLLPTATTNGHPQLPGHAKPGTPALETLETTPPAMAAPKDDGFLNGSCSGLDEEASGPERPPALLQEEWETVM
#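 HEK-293-derived GP2 cells expressing PTHR1 and a GloSensor cAMP reporter, 3,000/well, plated overnight, given luciferin plus IBMX (each 0.5 mM as added) for 1 h at 37 °C, then compound for 1 h at 37 °C. Luminescence was read after 15 min at room temperature.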
# * marks the source's active call; other numbers are inactive results; i = inactive; u = inconclusive; x = not tested or not shown; & = joins results of further samples; [ ] = another dose, or the depositor's remark. Unless noted, calls follow the shape of the dose curve; as a rule, active = well fitted curve in the direction sought with a large enough effect; inconclusive = small, poorly fitted or top-dose-only effect, or another doubt; inactive = no such curve, though single readings can be large; an effect the other way counts as inactive or inconclusive. Not all compounds are listed; the hit share may differ from the screen's.
canonical_smiles	IL2 activator	PI5P4K alpha inh	EPAC1 ag	GLP1R ag	GLP1R cytotox	EPAC1 antagonist	PTHR1 agonist	GLP1R inv ag	PLK1 PBD inh
CCOc1ccc(C(=O)C2CCN(C(=O)c3ccc([N+](=O)[O-])cc3)CC2)cc1	1.5	1.5	-0.7%	-0.8%	-5.4%	-5.8%	-46.6%[inhibitor]	u	1.9%
Cc1ccc(C)c(NC(=O)C(=O)NCCCN2CCOCC2)c1	1.0	0.2	-9.3%	7.9%	9.1%[7.66 µM]	-15.1%	i	9.6%[7.66 µM]	-4.0%
CCCCC[C@@H](C)N1C[C@@H](COCc2ccccc2)Oc2cc(N3CCC[C@H]3C(N)=O)ccc2S1(=O)=O	0.2	15.0	-18.8%	1.4%	-14.8%	-25.3%	-23.4%	u	0.1%
O=C(NCc1ccccc1)C(c1ccco1)N(C(=O)c1cnccn1)c1ccc(F)cc1 (stereo not drawn)	2.7	5.3	-5.9%	-1.5%	-7.1%	1.2%	i	-6.4%	-4.2%
COc1ccc(Nc2nnc(SCc3cc([N+](=O)[O-])cc4c3OCOC4)s2)cc1	-0.8	x	6.2%	-12.9%	-3.8%	16.1%	3.4%[57.5 µM]	0.0%	u
COc1ccc(S(=O)(=O)N2CCOCC2)cc1NC(=O)CSc1n[nH]c(C(C)C)n1	4.3	-26.6	2.8%	1.6%	-3.5%	-15.5%	-24.7%	-5.6%	26.7µM*
CCCS(=O)(=O)c1cnc(C2COc3ccccc3O2)nc1N (stereo not drawn)	-1.8	u	-1.8%	-11.9%	-17.6%	-0.9%	-32.8%[inhibitor]	u	-7.8%
COC(=O)c1cc(C(=O)OC)cc(N2C(=O)CC(NNC(=O)c3ccccc3Br)C2=O)c1 (stereo not drawn)	-0.1	x	6.9%	0.2%	8.0%	-8.8%	-43.3%	5.6%	-16.3%
Cc1ccccc1NC(=O)Cc1nc(COC(=O)c2cc([N+](=O)[O-])ccc2NCCO)cs1	0.9	0.8	7.8%	20.5%	-8.4%	-20.2%	-5.3%	17.2%	-13.6%
COc1ccc(-c2cc(=O)c3c(O)c(OC)c(O)cc3o2)cc1	0.3	-19.6	-24.7%	-3.6%	-1.0%	-3.9%	-46.3%[inhibitor]	-27.2%	-2.2%
COc1cc(C(=O)NC(c2ccccc2)c2ccccc2)cc(OC)c1C	-3.4	10.1	3.4%	3.3%	4.4%	-7.0%	-3.8%	7.7%	-8.3%
CS(=O)(=O)c1cc(C(=O)O)cc(NCc2ccccc2)c1Oc1ccccc1	-1.7	1.2	9.4%	-0.2%	5.7%	4.3%	i	14.9%	-7.8%
O=C1CCC([N+](=O)[O-])C(c2ccc(C(F)(F)F)cc2)N1 (stereo not drawn)	1.5	-3.0	-4.1%	-0.9%	-0.8%	2.6%	-16.2%	2.9%	5.2%
Cc1nc2ccccc2n1C(=O)c1ccc(Cl)cc1[N+](=O)[O-]	-0.5	-8.5	-9.8%	-9.2%	1.9%	-4.6%	-13.5%	33.1%[activator]	5.8%
COc1ccc(OCc2cc(C(=O)N(C)Cc3nccn3C)no2)c2ccccc12	-3.9	7.6	0.9%	14.2%	15.0%	3.5%	-39.1%[inhibitor]	-13.0%	0.8%
COc1ccc(-c2csc3ncnc(N4CCN(c5cccc(OC)c5)CC4)c23)cc1	-4.5	-0.5	7.8%	4.2%	11.1%	-2.2%	-32.2%	u	-1.3%
COCCCN(C(=S)NC(=O)c1ccc(Br)cc1)c1c(N)n(Cc2ccccc2)c(=O)[nH]c1=O	-0.9	-16.4	-5.6%	-14.0%	9.0%[0.307 µM]	1.6%	-20.1%	26.0%[0.307 µM]	u
CC1(C)C=Cc2cc(-c3coc4cc(O)cc(O)c4c3=O)cc(O)c2O1	0.7	-8.0	-16.4%	-2.6%	1.8%	-3.9%	-32.9%	17.3%	-5.0%
COc1ccc2oc(C(=O)N3CCN(C(=O)c4ccco4)CC3)c(C)c2c1	-0.7	-19.7	2.7%	5.8%	-0.9%	9.3%	i	4.1%	5.1%
CCn1c(=O)c2sccc2n2c(CCCC(=O)N3CCN(c4ccccn4)CC3)nnc12	-0.5	2.0	1.7%	0.0%	3.6%	-23.1%	-16.8%	35.1%[activator]	-2.6%
CC1(C)CN(O)CCN1O	-0.3	9.5	-3.6%	12.3%	69.2%[activator]	-23.6%	-23.6%	-1.0%	-5.9%
Oc1ccccc1/C=N/NC(=S)NCCc1ccccc1	-3.8	-1.9	6.1%	18.7%	6.8%	-18.6%	-29.1%	u	-13.2%
CCOc1ccccc1Nc1nc(N)nc(CN(C)C2CCCCC2)n1	-1.3	3.1	-14.5%	2.1%	-16.4%	6.6%	i	-10.6%	-7.2%
COc1cc(OC)cc(C(=O)NNC(=O)C(=O)Nc2cc(OC)c(Cl)cc2OC)c1	-2.3	-11.9	-9.7%	-7.8%	1.7%	10.9%	i	-10.2%	-5.0%
CN1CC(c2ccccn2)C2(SC(=S)N(Cc3ccccc3)C2=O)C12C(=O)Nc1ccccc12 (stereo not drawn)	-1.8	x	15.5%	-8.3%	-2.7%	-8.2%	-15.3%	u	u
Cc1ccc(-n2c(C(C)C)nc3oc4ccccc4c(=O)c3c2=O)cc1	-0.1	0.8	-2.2%	9.4%	5.1%	-9.0%	i	u	-2.4%
COc1ccc(OCC(=O)Nc2ccccc2C(=O)NC(C)C)cc1	-2.4	3.7	-3.2%	17.2%	-14.4%	2.1%	-11.6%	1.9%	-11.4%
CCCn1c(SCC(=O)Nc2nc(-c3ccc(OC)cc3)cs2)nc2c1c(=O)n(C)c(=O)n2C	-1.2	0.0	-16.6%	0.7%	-5.0%	-4.3%	i	4.3%	-11.8%
Cc1snc(SCC(=O)N/N=C(\N)COc2ccc(F)cc2)c1C#N	-1.5	x	10.4%	-0.3%	3.8%	5.6%	i	0.0%	-13.1%
COc1ccc(S(=O)(=O)NN(C)c2nc(C(F)(F)F)nc3ccccc23)cc1	0.1	2.9	0.2%	10.3%	-16.3%	-19.7%	-10.6%	u	-4.3%
CC1(C(=O)O)CCN1C(=O)c1cccc(OC(F)(F)F)c1 (stereo not drawn)	1.7	-0.1	-3.0%	-6.4%	-12.9%	30.2%[activator]	-31.8%[inhibitor]	16.8%	4.9%
C#CCN(C[C@H]1[C@H](OC(=O)NCc2ccc(OC)c(OC)c2)[C@H](OC(=O)NCc2ccc(OC)c(OC)c2)C[C@@H](C(=O)OC)[C@H]1C(=O)OC)S(=O)(=O)c1ccc(C)cc1	-2.3	-10.4	-4.8%	-1.8%	3.5%	-3.4%	-1.4%	20.8%	-21.5%
COC(=O)Cc1cc(=O)[nH]c(/N=C(\N)Nc2ccccc2)n1	0.6	x	4.8%	-4.6%	2.1%	10.2%	i	-3.1%	2.3%
COCCN(CC(=O)NC1CCCCC1)C(=O)c1csnn1	-2.7	x	-4.3%	-7.1%	8.1%	-8.2%	-6.4%[57.5 µM]	3.9%	-6.7%
CCN(C(=O)CCS(=O)(=O)c1cccc2nsnc12)c1cccc(C)c1	-0.5	-0.3	3.8%	1.7%&-0.5%	0.1%&3.0%	5.6%	-2.7%&-18.5%	0.7%&7.8%	-17.0%
CCOc1ccc2nc(N3CCCC(C(=O)NCCCN4CCOCC4)C3)sc2c1 (stereo not drawn)	-4.2	1.7	-1.6%	-3.7%	6.1%	8.7%	i	u	-6.2%
Cc1ccc(N=Cc2c(C)[nH]n(-c3nc4ccccc4[nH]3)c2=O)cc1	-0.6	-25.7	6.2%	-9.1%	21.6%	-18.6%	-74.4%	u	-1.4%
COc1ccc(-c2cc(-c3ccco3)[nH]c(=O)c2C#N)cc1OC	1.1	-24.1	8.4%	8.9%	-1.1%	9.3%	i	76.3%[activator]	u
CCc1ccc(OCC(=O)NNC(=O)c2cc3ccccc3o2)cc1	0.2	-1.1	9.7%	1.9%	-5.6%	5.6%	-20.6%	-12.4%	-13.1%
CC(C(=O)Nc1ccccn1)c1ccccc1 (stereo not drawn)	0.4	1.4	5.9%	4.8%	2.6%	-8.0%	u	4.7%	-13.1%
O=C(NCc1ccco1)c1ccc2[nH]c(=O)c(=O)[nH]c2c1	1.0	-0.2	-0.4%	0.2%	-12.0%	-6.9%	4.6%	8.2%	-0.6%
CCOC(=O)C1=C(CC)OC(N)=C(C#N)C1c1ccc(F)cc1F (stereo not drawn)	-0.3	2.6	-14.3%	5.2%	-3.6%	u	-20.7%	10.8%	-18.0%
COc1ccc(C(O)c2nc(-c3ccc(Cl)cc3)cs2)cc1 (stereo not drawn)	-0.5	22.4	5.8%	17.9%	-3.0%	-19.8%	-89.7%[inhibitor]	u	-3.8%
Cc1ccccc1-n1nnnc1SCCCC(=O)c1ccc(F)cc1	-0.7	3.1	21.2%	16.1%	1.0%	1.9%	-18.4%	u	-7.4%
S=C(NC1CCCCC1)N1CCCCC1	-0.5	1.6	0.5%	9.4%	-8.3%	7.8%	i	-10.5%	-7.9%
